# TRHR agonist = qHTS for Small Molecule Agonists and Allosteric Enhancers of Human TRH Receptor: Primary Screen for Agonists; Thyrotropin-releasing hormone receptor (Homo sapiens), P34981; TRHR cells, calcium flux fluo-8, FDSS agonist mode; activation, % at 2 µM; 360,000 tested, 0.18% active; in the data active = activation above about 30%; also: 0% is about no effect
#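 TRHR-expressing cells, plated overnight in medium with 10% serum, were loaded with fluo-8 calcium dye at room temperature. After a 10 s baseline, library compound was pin-added and calcium release was recorded kinetically (ex 480/em 530) as agonist response.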
# APE1 inh = qHTS Assay for Inhibitors of the Human Apurinic/apyrimidinic Endonuclease 1 (APE1) | DNA repair nuclease/redox regulator APEX1 (Homo sapiens), P27695 | recombinant APE1, TAMRA/BHQ-2 abasic DNA cleavage fluorescence | Potency, µM (titrated, usually from 65.8 µM), for inactives: at the top dose activity change, negative = inhibition, usual class: inhibitors | 350,000 tested, 0.35% active | AID 2517, 2012;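 also: potency is read from the fitted curve at half-maximal effect; plate controls were vehicle for no effect and reference inhibitor for full effect; nearly all actives have a fitted effect of over 55% in size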
# Target sequence (P27695 whole entry, looked up): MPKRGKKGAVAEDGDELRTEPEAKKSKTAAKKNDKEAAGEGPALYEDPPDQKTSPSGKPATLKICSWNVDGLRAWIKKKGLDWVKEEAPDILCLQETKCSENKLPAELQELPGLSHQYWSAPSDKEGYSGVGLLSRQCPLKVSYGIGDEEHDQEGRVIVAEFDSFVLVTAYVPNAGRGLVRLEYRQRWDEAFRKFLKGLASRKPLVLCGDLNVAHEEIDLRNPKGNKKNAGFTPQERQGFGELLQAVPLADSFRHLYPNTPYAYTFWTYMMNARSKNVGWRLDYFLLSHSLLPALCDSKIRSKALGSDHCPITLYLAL
#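 Step 1: APE1 (0.75 nM) with compound, 15 min RT. Step 2: add 50 nM fluorophore/quencher THF duplex. Step 3: three fluorescence reads 60 s apart (525/598 nm); read 3 minus read 1 = reaction progress.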
# Pol beta inh = qHTS Assay for Inhibitors of DNA Polymerase Beta; Pol beta primer extension/strand displacement, fluorescence kinetic; Potency, µM (top dose mostly 114 µM), for inactives: at the top dose activity change, negative = inhibition, most hits filed as inhibitors; 340,000 tested, 1.3% active; AID 485314, 2010; also: potency is read from the fitted curve at half-maximal effect; % is scaled to controls: 0 for no effect and ±100 for the full control effect
#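 Enzyme-only controls used 10 nM Pol beta; buffer lacking enzyme served as negative control. Compound preincubated 15 min, then 50 nM substrate added; 0 and 10 min reads at room temperature.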
# Anesthetic bind = qHTS Assay for Identification of Novel General Anesthetics; Ferritin light chain (Equus caballus), P02791; apoferritin/1-aminoanthracene competitive binding, fluorescence; Potency, µM (series often up to 77.5 µM), without a hit: at the top dose activity change, negative = displacement, usual class: inhibitors; 350,000 tested, 0.074% active; AID 485281, 2010; also: potency is read from the fitted curve at half-maximal effect; % is scaled to controls: 0 for no effect and ±100 for the full control effect; nearly all actives have a fitted effect of over 20% in size
# Target sequence (P02791 2-175 limits assumed): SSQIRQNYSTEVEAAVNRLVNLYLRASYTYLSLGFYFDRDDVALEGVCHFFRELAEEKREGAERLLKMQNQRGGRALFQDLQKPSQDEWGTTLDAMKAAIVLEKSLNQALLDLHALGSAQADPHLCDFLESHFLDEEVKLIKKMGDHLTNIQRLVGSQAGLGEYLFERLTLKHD
#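 Probe: 1-aminoanthracene (50% saturated, PBS). Protein: horse-spleen apoferritin, 10 uM. Incubation: 10 min, room temperature. Detection: 380 nm excitation, 535 nm emission. Analysis: normalized response, four-parameter Hill.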
# POLI inh = qHTS for Inhibitors of Polymerase Iota; Potency, µM (top dose mostly 115 µM), without a hit: top-dose activity, negative = inhibition, most hits filed as inhibitors; DNA polymerase iota (Homo sapiens), Q9UNA4; Pol iota fluorescent replication assay, 10 min; 390,000 tested, 1% active; also: potency is read from the fitted curve at half-maximal effect
#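 Pol iota at 10 nM preincubated 15 min with compounds at room temperature; reaction started with fluorescent substrate, 50 nM final. Fluorescence read kinetically at 0 and 10 min; buffer-only wells as negative control.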
# POLK inh = qHTS for Inhibitors of Polymerase Kappa; DNA polymerase kappa (Homo sapiens), Q9UBT6; purified Pol kappa, fluorescent DNA synthesis assay, 10 min; Potency, µM (titrated, usually from 107 µM), for the others: at the highest dose activity, negative = inhibition, hits mostly inhibitors; 400,000 tested, 0.53% active; AID 588579, 2011; also: potency is read from the fitted curve at half-maximal effect; % is scaled to controls: 0 for no effect and ±100 for the full control effect
#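 Enzyme at 10 nM met test compounds for 15 min at room temperature. Substrate addition (50 nM final) began the reaction, which was monitored by fluorescence at 0 and 10 min.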
# BLM helicase inh = qHTS Assay for Inhibitors of Bloom's syndrome helicase (BLM). recombinant BLM DNA unwinding, fluorescence dequenching. Potency, µM (doses to about 56.1 µM), without a hit: at the top dose activity change, negative = inhibition, usual class: inhibitors. 350,000 tested, 0.2% active. AID 2528, 2010;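 also: potency is read from the fitted curve at half-maximal effect; plate controls were vehicle for no effect and no enzyme for full effect; nearly all actives have a fitted effect of over 35% in size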
# ERG-DNA inh = qHTS for Small Molecule Inhibitors of the ERG Ets/DNA interaction. Transcriptional regulator ERG (Homo sapiens), P11308. fluorescence polarization, His-ERG Ets domain / labelled DNA. Potency, µM (highest dose often 76.9 µM), for inactives: at the highest dose FP activity, negative = inhibition, usual class: inhibitors. 370,000 tested, 0.028% active. AID 624246, 2012; active = well fitted inhibition curve with a large enough effect in the polarisation, with a control signal flat; inconclusive = small, poorly fitted or top-dose-only effect, or effect the other way, or a change in a side signal; inactive = no such curve, though single readings can be large or run the other way; the % refers to the polarisation;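 also: polarization taken with two DNA probes labelled with fluorescein and Texas red; potency is read from the fitted curve at half-maximal effect; % of control where 0% means no effect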
# Target sequence (P11308 whole entry, looked up, the tested form may be a part): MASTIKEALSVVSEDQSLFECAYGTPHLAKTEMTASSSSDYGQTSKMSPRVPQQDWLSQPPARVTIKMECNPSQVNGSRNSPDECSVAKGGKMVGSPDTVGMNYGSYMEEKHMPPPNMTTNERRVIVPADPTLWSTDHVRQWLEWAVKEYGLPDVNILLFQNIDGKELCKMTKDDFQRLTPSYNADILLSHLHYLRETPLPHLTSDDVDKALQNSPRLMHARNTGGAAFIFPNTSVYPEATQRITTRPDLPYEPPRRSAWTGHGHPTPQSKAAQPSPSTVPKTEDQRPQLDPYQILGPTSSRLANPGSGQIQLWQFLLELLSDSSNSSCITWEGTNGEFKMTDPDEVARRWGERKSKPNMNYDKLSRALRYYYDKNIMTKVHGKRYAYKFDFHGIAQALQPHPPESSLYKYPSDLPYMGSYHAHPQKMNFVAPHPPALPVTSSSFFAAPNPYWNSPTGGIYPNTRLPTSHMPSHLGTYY
#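 His-tagged ERG Ets domain (1 uM in the protein solution; 300mM KCl, 50mM Tris-HCl, 1mM EDTA, 1mM DTT, pH 7.5) received compound, then a probe mix of 5 nM fluorescein-DNA and 100nM Texas-615-DNA. Fluorescence polarization was read for both dyes.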
# 12-LOX inh = Primary qHTS assay for inhibitors of human arachidonate 12S-lipoxygenase (ALOX12): Round 2; Polyunsaturated fatty acid lipoxygenase ALOX12 (Homo sapiens), P18054; purified 12hLO, xylenol orange hydroperoxide absorbance; Potency, µM (titrated, usually from 108 µM), inactives show at the top dose activity change, negative = inhibition, actives largely listed as inhibitors; 580,000 tested, 1.1% active; AID 1671190, 2021; also: potency is read from the fitted curve at half-maximal effect; % is scaled to controls: 0 for no effect and ±100 for the full control effect
#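 Purified human 12hLO (150 nM final) in 25 mM Hepes, 0.01% Triton X-100, pH 7.0 was preincubated 15 min at room temperature with compound. Then 40 uM arachidonic acid was added, 30 min. Hydroperoxide was read by Fe-XO absorbance ratio 573/405 nm.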
# * hit, by the source's call; ? = inconclusive; / = not tested or not shown; [ ] = remark or other dose. Unless noted, calls follow the shape of the dose curve; as a rule, active = well fitted curve in the direction sought with a large enough effect; inconclusive = small, poorly fitted or top-dose-only effect, or another doubt; inactive = no such curve, though single readings can be large; an effect the other way counts as inactive or inconclusive.
SMILES,TRHR agonist,APE1 inh,Pol beta inh,Anesthetic bind,POLI inh,POLK inh,BLM helicase inh,ERG-DNA inh,12-LOX inh
CC1CCN(S(=O)(=O)c2ccc(C(=O)OCc3ccc4c(c3)OCO4)cc2)CC1,-0.7,1%,0%,-16%,0%,1%,1%,-3%,-2%
CCOc1ccc(NC2=C(OC)C(=O)c3ccccc3C2=O)cc1,-0.6,?,-22%,-3%,?,-10%,-15%,-2%,3%
O=P(c1ccccc1)(c1ccccc1)C(c1ccccn1)P(=O)(c1ccccc1)c1ccccc1,-0.2,4%,-8%,0%,122%[activator],-14%,-8%,3%,86%[activator]
COc1cccc(C2C(C(=O)c3ccco3)=C(O)C(=O)N2CCCN2CCOCC2)c1OC (stereo not drawn),/,/,/,/,-16%,-13%,/,-4%,18%
Cn1cccc1C(=O)OCC(=O)NC1CCS(=O)(=O)C1 (stereo not drawn),1.0,3%,2%,6%,51%[activator],-6%,0%,11%,-8%
Nc1ncnc2c1ncn2[C@@H]1O[C@H](CN2CCCS2(=O)=O)[C@@H](O)[C@H]1O,/,9%,/,/,28%,-7%,/,0%,4%
Cc1cccc(NCc2ccc(N(C)C)cc2)n1,-1.2,-11%,-9%,?,12%,0%,-3%,-5%,3%
COC(=O)NC(=S)Nc1ccc(Oc2ccc(Cl)cc2Cl)c(Cl)c1,0.1,-4%,-1%,-13%,-1%,-18%,-4%,3%,?
COC(=O)c1ccc(CSCc2ccc(C#N)cc2)cc1,-0.9,7%,-24%,-12%,/,/,-6%,/,/
CCc1ccc(CNC(=O)c2cnc(N3CCCCC3)c3ccccc23)cc1,-0.1,/,2%,106%[activator],?,-8%[60.1 µM],-12%,-2%,0%
O=S(=O)(c1ccc2ccccc2c1)n1nc(-c2ccco2)nc1NCc1cccc(Cl)c1,0.7,/,27%,5%,46%[activator],-11%,-8%,0%,-26%
CCCCCCCCNCCS(=O)(=O)NCc1ccccc1,/,/,/,/,30%,2%,/,-7%,-39%
Cc1cccc(NC(=O)CSc2cn(CC(=O)N3CCOCC3)c3ccccc23)c1,0.3,/,1%,-2%,20%,-9%,3%,1%,-4%
O=C(C1CCCN(c2ncnc3c2nc2n3CCCCC2)C1)N1CCN(c2cccc(Cl)c2)CC1 (stereo not drawn),-2.6,-2%,7%,-15%,-22%,5%,-10%,2%,0%
CC1Oc2ccccc2N(CC(=O)NCc2ccccc2)C1=O (stereo not drawn),-1.1,-4%,72%,-4%,4%,-7%,-1%,1%,-3%
CCOC(=O)c1c(C)[nH]c(C(=O)N2CCN(CC)CC2)c1C,0.7,13%,17%,-3%,-21%,-2%,1%,10%,3%
Cc1cc(N2C(=O)C3CC=CC(C)C3C2=O)no1 (stereo not drawn),-0.3,5%,0%,?,34%[activator],-14%,-7%,10%,?
CCOC(=O)N1CCN(CC(O)COc2c(C)cccc2C)CC1 (stereo not drawn),0.4,-4%,54%,4%,-16%,-2%,6%,4%,-13%
COc1cccc(CCC(=O)Nc2cc3c(cc2C(=O)O)OCCCO3)c1OC,0.1,1%,/,/,15%,-4%,/,-15%,?
O=C(c1ccco1)N1CCN(C23CC4CC(CC(C4)C2)C3)CC1,1.3,6%,-9%,-7%,18%,2%,-2%,-7%,5%

# Molecules shown so far that contain a halogen:
SMILES,TRHR agonist,APE1 inh,Pol beta inh,Anesthetic bind,POLI inh,POLK inh,BLM helicase inh,ERG-DNA inh,12-LOX inh
COC(=O)NC(=S)Nc1ccc(Oc2ccc(Cl)cc2Cl)c(Cl)c1,0.1,-4%,-1%,-13%,-1%,-18%,-4%,3%,?
O=S(=O)(c1ccc2ccccc2c1)n1nc(-c2ccco2)nc1NCc1cccc(Cl)c1,0.7,/,27%,5%,46%[activator],-11%,-8%,0%,-26%
O=C(C1CCCN(c2ncnc3c2nc2n3CCCCC2)C1)N1CCN(c2cccc(Cl)c2)CC1 (stereo not drawn),-2.6,-2%,7%,-15%,-22%,5%,-10%,2%,0%

# (next part)
SMILES,TRHR agonist,APE1 inh,Pol beta inh,Anesthetic bind,POLI inh,POLK inh,BLM helicase inh,ERG-DNA inh,12-LOX inh
O=C(CSc1ccc2c(c1)OCCO2)Nc1cccnc1Cl,-0.2,-7%,24%,-4%,-1%,-11%,-1%,13%,10%
FC(F)(F)c1ccc(-c2csc(-c3ccno3)n2)cc1,-0.8,-4%,4%,3%,10%,-3%,-10%,1%,72%[activator]
CSc1ccc(-c2nc(CSCC(=O)NCCCN3CCOCC3)c(C)o2)cc1,0.1,1%,2%,-9%,5%,7%,2%,-9%,0%
Cc1ccc(NC(=O)c2sc3nc(C)nc(N4CCN(c5ccccn5)CC4)c3c2C)c(C)c1,0.2,-8%,?,0%,51%[activator],7%,-9%,-3%,24%
CS(=O)(=O)c1ccc(C(=O)NCC2(N3CCCCC3)CCCCC2)cc1,0.9,8%,5%,-2%,33%[activator],-3%,5%,16%,1%
CCc1ccc(NC(=O)CSc2nc3c([nH]c4ccccc43)c(=O)n2-c2ccc(C)cc2)cc1,0.5,/,2%,-4%,10%,-3%[60.1 µM],7%,4%,-13%
CC(C)CCC(C)N=Cc1c(O)n(Cc2ccccc2)c(=O)c2ccccc12 (stereo not drawn),1.3,12%,28%,-3%,37%[activator],-26%,-23%,-2%,0%
CCOC(=O)CSc1n[nH]c(NC(=O)c2ccccc2)n1,0.1,9%,45%,-9%,2%,-2%,1%,-15%,14%
O=[N+]([O-])c1ccc(N=Cc2ccc(Br)c([N+](=O)[O-])c2)cc1,1.5,14%,-2%,-4%,5%,-12%,-1%,-25%,-7%
Cc1ccc2oc(=O)c3cc(C(=O)NCCCN4CC(C)CC(C)C4)sc3c2c1 (stereo not drawn),0.8,-16%,48%,-18%,23%,1%,-7%,3%,19%
COCCn1cnnc1SCC(=O)Nc1cc(OC)c([N+](=O)[O-])cc1C,-0.3,-6%,5%,-8%,19%,-12%,-2%,3%,-2%
CCc1ccc2occ(CC(=O)Nc3sc4c(c3C(=O)OC)CCC4)c2c1,0.7,/,-23%,9%,15%,-3%,-7%,1%,-11%
Cc1nc(N2CCC3(CC2)OCCO3)c2nnn(Cc3ccccc3F)c2n1,-0.1,-1%,?,-11%,0%,-3%,1%,-17%,0%
COc1ccc(NC(=O)C(=O)c2cn(CC(=O)N3CCCC3)c3ccccc23)cc1,0.0,8%,22%,?,40%[activator],11%,-1%,-21%,13%
Cc1ccc(NC(=O)CSc2cc(=O)n(C)c3ccc(Cl)cc23)c(Br)c1,0.2,/,61%,-2%,0%,-8%,-6%,2%,?
CN1CCC(N(C)C(=O)c2ccc(Cl)c(S(=O)(=O)N3CCOCC3)c2)CC1,0.1,15%,/,/,4%,-6%,/,-10%,-14%
O=C(Cc1cccs1)N=Nc1c(O)[nH]c2ccc(Br)cc12,0.0,-5%,-12%,?,?,-20%,-6%,4%,-10%
COc1cc(C2=NOC(C(=O)NCc3ccc(F)cc3)C2)cc(OC)c1OC (stereo not drawn),-1.4,-1%,1%,-7%,2%,-19%,-11%,-2%,5%
Clc1ccc(C[n+]2cc(-c3ccccc3)n3c2CCC3)cc1Cl,-1.1,2%,?,-6%,11%,-5%,-12%,1%,-10%
C=CCn1c(=NC(=O)c2ccco2)sc2cc(C(=O)OC)ccc21,-0.3,-1%,0%,-12%,3%,-12%,-10%,-3%,-3%
O=C(O)C1CCN(S(=O)(=O)c2cccc3cccnc23)CC1,1.2,18%,37%,-6%,37%[activator],9%,-3%,-23%,-6%
Cc1ccccc1C(=O)c1cccn1CC(=O)NC(C)c1ccc2c(c1)OCCO2 (stereo not drawn),-1.0,-3%,-3%,?,39%[activator],-11%,-10%,-8%,7%
O=C1CCCC2=C1C(c1ccncc1)n1c(nc3ccccc31)N2 (stereo not drawn),0.1,14%,45%,-1%,127%[activator],-4%,0%,6%,-4%
COc1ccc2[nH]c(=O)c(CN(C(=O)c3cccnc3)c3ccc(C)c(C)c3)cc2c1,-0.1,0%,-6%,-10%,101%[activator],-1%,-5%,-2%,-10%
O=C(c1ccc(F)cc1Cl)N1CCN(CCc2ccccc2)CC1,1.9,4%,11%,-9%,-30%,8%,-2%,-6%,-7%
C=CCn1c(=N)n(CC(=O)c2ccccc2)c2ccccc21,-0.7,2%,3%,-11%,68%[activator],-3%,3%,7%,9%
Cc1ccccc1NC(=O)CSc1nccn1C,0.8,/,22%,-9%,11%,9%,-3%,-1%,-27%
COc1ccc(-c2csc(NC(=S)NC(=O)/C=C/c3ccco3)n2)cc1Br,0.4,-3%,-20%,1%,?,-14%,-17%,1%,9%
COc1cccc(CNC(=O)CN2C(=O)COc3ccc(S(=O)(=O)N4CCCC4)cc32)c1,0.3,50%[activator],-1%,-5%,6%,15%,0%,-13%,14%
O=C1c2ccccc2C(=O)N1CCCn1c(=O)oc2ccccc21,0.0,19%,18%,3%,23%,-5%,-5%,/,-6%
O=C(Nc1ccc(-c2cn3cccnc3n2)cc1)c1ccccc1F,-0.3,/,18%,44%[activator],-3%,-7%[60.1 µM],-1%,-5%,-2%
O=C(CSc1ccccn1)Nc1ccc2c(c1)OCO2,-0.2,-1%,11%,0%,-1%,5%,0%,-3%,67%[activator]
O=S(=O)(c1ccc2c(c1)OCCO2)N1CCNCC1,0.2,17%,4%,-8%,?,-20%,0%,3%,-17%

# Screens from PubChem.

# Not all compounds are listed; count on the stated rates, not on these rows.
